Screening results from PubChem.
NPYLR7 ag – mosquito NPYLR7 agonism; activation, % at 10 µM; AID 1259423; HEK293T NPYLR7/Galpha15, GCaMP6s calcium fluorescence; actives 0.15% (n = 270,000); in the data active means activation above about 40%;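 further: 0% = vehicle and 100% = reference agonist at the receptor; some compounds past the cut are filed as inactive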
mcGAS lum – mouse cGAS inhibition by luminescence; Q8C6L5; recombinant cGAS, Kinase-Glo ATP depletion luminescence; inhibition, % at 12.5 µM; actives 0.15% (n = 160,000); AID 1259399;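 further: 0% = negative control wells and 100% = reference inhibitor with no enzyme activity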
hcGAS lum – blocks human cGAS activity | Q8N884 | recombinant h-cGAS, ATP depletion, Kinase-Glo luminescence | actives 0.081% (n = 290,000) | inhibition, % at 12.5 µM | AID 1259398;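 further: 0% = vehicle reaction and 100% = reaction without DNA for no activity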
Target sequence (Q8N884 whole entry, looked up): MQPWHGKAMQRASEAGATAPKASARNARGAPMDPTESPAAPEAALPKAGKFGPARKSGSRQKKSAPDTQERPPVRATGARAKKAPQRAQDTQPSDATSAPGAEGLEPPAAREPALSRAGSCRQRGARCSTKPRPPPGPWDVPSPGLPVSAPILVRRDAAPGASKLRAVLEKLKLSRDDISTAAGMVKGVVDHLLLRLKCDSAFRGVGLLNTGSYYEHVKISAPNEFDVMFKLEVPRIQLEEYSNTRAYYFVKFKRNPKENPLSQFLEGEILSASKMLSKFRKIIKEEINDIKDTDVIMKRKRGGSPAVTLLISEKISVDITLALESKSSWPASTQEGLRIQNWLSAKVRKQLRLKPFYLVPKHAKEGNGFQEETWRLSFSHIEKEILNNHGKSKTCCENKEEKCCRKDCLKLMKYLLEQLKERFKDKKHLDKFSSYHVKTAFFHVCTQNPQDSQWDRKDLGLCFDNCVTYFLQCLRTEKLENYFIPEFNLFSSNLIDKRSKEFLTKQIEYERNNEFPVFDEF
The depositor's hits bear a star; . = not tested or not shown; & = joins results of further samples. Unless noted, no stated cut-off is given here; in the data, active means inhibition above about 40%; inactive means the rest.

SMILES	NPYLR7 ag	mcGAS lum	hcGAS lum
O=c1cc(NCc2nc3ccccc3[nH]2)c2ccccc2o1	8	.	-1
CCCCC1(c2ccc(F)cc2)NC(=O)N(Cc2cccc(C#N)c2)C1=O (stereo not given)	2	-15	-8
CCOC1=NN(c2ccc([N+](=O)[O-])cc2)C(=O)/C1=C\c1ccc(F)cc1	1	-8	-8
CCOP1(=O)C=C(C(C)(C)C)OC1c1ccc(F)cc1 (stereo not given)	2	.	-5
NS(=O)(=O)c1ccc(Nc2nc(-c3cccs3)cs2)cc1	17	.	-9
CCCCN1C(=O)c2ccc(C(=O)NCC3COc4ccccc4O3)cc2C1=O (stereo not given)	-3	3	4
COc1cccc(C(=O)Nc2ccc(-c3c(-c4ccc(C)cc4)nn(-c4cccc(F)c4)c3OC(C)=O)cc2)c1	-2	-6	-2
CN(Cc1ccsc1)C(=O)C1CCCN1C(=O)Nc1ccccc1 (stereo not given)	-26	.	-6
CSCCN1CCC(NC(=O)CC(C)n2ccnc2C)CC1 (stereo not given)	.	0	2
O=C(N/N=c1\oc2ccc3ccccc3c2cc1-c1nc2ccccc2[nH]1)c1ccccc1	-8	1	6
CCCCOc1ccc(-c2nc(C=Nc3ccc(C)cc3)c(O)o2)cc1	-9	-7	-4
CN(CCc1ccccc1)C1CCCN(CC(=O)Nc2cnn(C)c2)C1 (stereo not given)	5	-10	1
CCCNC(=O)NC(=O)COc1ccc(C(C)=O)c(F)c1	4	-16	-4
COc1cc(Cl)c(NC(=O)C=Cc2ccco2)cc1OC	3	.	-7
CN1CCNC(=O)C12CCN(C(=O)CSc1ccccc1)CC2	0	-4	-2
CCCN1C(=O)CC[C@H]2CN(c3nc(N(C)C)nc(C)c3C)CC[C@H]21	.	-6	-13
N#Cc1c(N)n[nH]c1CCCNC(=O)C(Cc1ccccc1)NC(=O)c1ccccc1 (stereo not given)	1	.	-11
CC(C)c1nnc(SCc2ccccc2C#N)n1Cc1ccco1	-16	.	1
CCN1CCC(N(C)C(=O)Nc2nccs2)CC1C (stereo not given)	1	.	-4
CCOc1ccc2nc(S(=O)(=O)NC(=O)C3(C)CCN3C(=O)c3sccc3C)sc2c1 (stereo not given)	0	.	-7
COc1ccc(N/N=C(/C#N)C(=O)c2ccccc2Cl)cc1	7	.	0
CCCCn1c(N)c(NCC)c(=O)[nH]c1=O	1	-7	-8
CSC(=NCCCN1CCOCC1)NS(=O)(=O)c1cccs1	-1	.	-7
Cc1nn(Cc2ccccc2)c2c1C(c1cccc(O)c1)C(C#N)C(=N)O2 (stereo not given)	-6	.	-5
CN(CC[C@@H](Oc1ccc(C(F)(F)F)cc1)c1ccccc1)CC(=O)O	5	-5	-5
New compounds follow
SMILES	NPYLR7 ag	mcGAS lum	hcGAS lum
C/C=C/c1c(F)c(F)c(Oc2ccc(C(=O)O)cc2)c(F)c1F	9	-3	0
CCOC(C)c1noc(CNC(=O)NCC2CC=CCC2)n1 (stereo not given)	12	.	-14
CCC(CO)Nc1nc(NCc2ccccc2)c2ncn(C(C)C)c2n1 (stereo not given)	5	-3	-5
CN(C)CCN(Cc1ccc(F)cc1)C(=O)Nc1nnc(C(F)(F)F)s1	14	.	-3
CCC1=NN(C(=O)c2ccc(Cl)cc2)C(O)(c2ccc(Br)cc2)C1 (stereo not given)	4	-4	-1
CCc1cn[nH]c1C1CCN(Cc2cc(OC)ccc2-n2cccn2)CC1	3	.	-5
CCN(CC)c1ccc2cc(-c3nnc(Nc4ccc(Oc5ccc6ccccc6c5Cl)c(Cl)c4)s3)c(=O)oc2c1	-5	.	-6
OCC1(O)CCCN(Cc2cccc(Cl)c2F)CC1 (stereo not given)	0	.	-6
Cc1nc(SCCNC(=O)Cc2ccc3c(c2)OCO3)n[nH]1	2	-18	-4
O=S(=O)(NCc1ccccc1)NCC(c1ccc(F)cc1)N1CCCC1 (stereo not given)	15	.	-4
Oc1oc(-c2cccc3ccccc23)nc1C=Nc1cccc(C(F)(F)F)c1	-1	.	-5
CC(NC(=O)c1sc2ccccc2c1Cl)C(=O)N1CCOCC1 (stereo not given)	-3	.	0
COc1ccc(OC)c(-c2cccc(-c3ccc(NC(=O)c4ccc(F)cc4C(F)(F)F)cc3)n2)c1	-7	-7	-5
O=C(CSc1nc(=O)n(CC2CCCO2)c2c1CCC2)NC1CCCC1 (stereo not given)	-3	-8	-7
C=CCCC(=O)Nc1sc(-c2ccccc2)cc1C(=O)OCC	4	-4	-2
CCOc1ccc(N2CCN(C(=O)Nc3ccccc3)C(C)C2=O)cc1 (stereo not given)	23	-7	-7
Cc1cccc(-n2ncc3c(=O)[nH]c(-n4nc(C)cc4NC(=O)CC(C)C)nc32)c1	.	5	-1
CCOC(=O)C1(CCOC)CCN(CC(c2ccccc2)c2ccccc2)CC1	3	.	-7
CCN(CC)C(=O)c1nc(CC(C)C)nn1-c1ccc2c(c1)OCO2	7	.	-10
Cc1ccc(-n2ncc3c(=O)n(NC(=O)c4ccccc4[N+](=O)[O-])cnc32)cc1	0	.	-4
C1CC2CN(c3nc4nonc4nc3N3CCSCC3)CCN2C1 (stereo not given)	7	.	-6
CCCS(=O)(=O)N[C@H]1C[C@@H](c2nc(-c3ccc(OC(F)(F)F)cc3)no2)N(C)C1	-10	-6	-6
CCOc1ccccc1N1CCN(C(=O)c2ccccc2N2CCC(NC(=O)C3CC3)CC2)CC1	-1	.	-4
CN1C(=O)C(=Cc2c(N3CCCC3)nc3ccccn23)C(=O)N(C)C1=O	0	.	-6
Cc1ccc(C2c3cccn3CCN2C(=O)NC2CCCCC2)cc1 (stereo not given)	10	.	-5
Continued.
SMILES	NPYLR7 ag	mcGAS lum	hcGAS lum
CC(=O)Nc1cccc(C(=O)NCCS(=O)(=O)N(C)C)c1	0	.	7
Cn1c(C(=O)N2CCC(O)(CO)CC2)cc2c(Cl)cccc21	-3	-12	-7
CN(Cc1ccc2nonc2c1)C(=O)c1cccc(CC2CCNCC2)c1	4	-11	3
C=CCOC(=O)C1=C(C)N(C)C(=O)NC1c1ccccc1I (stereo not given)	3	.	-4
Clc1cccc(Cc2noc(C3CC4CCC3O4)n2)c1 (stereo not given)	4	.	-6
CCOc1cccc(CN2CCC(CCC(=O)NC3CC3)CC2)c1O	1	.	4
O=C(CCCSc1nnc(-c2cccnc2)n1Cc1ccccc1)c1ccccc1	0	-7	-1
O=C(Nc1c[nH]c2ccccc12)NC1CCCCC1	0	-9	-5
CC1(C(=O)NS(=O)(=O)c2ccccc2OC(F)(F)F)CCN1C(=O)Cc1ccccc1Cl (stereo not given)	6	.	-5
CC(=O)C1=NN(c2ccccc2)C2C(=O)N(c3ccc(Br)cc3)C(=O)C12 (stereo not given)	5	-3	0
CN(C)CCCn1ccnc1C1CCCN(C(=O)NC2CCCCC2)C1 (stereo not given)	.	-8	-15
CCOC(=O)C1CCN(C(=O)C(C)Sc2nc(C)c(CC(N)=O)s2)CC1 (stereo not given)	-2	.	7
Cc1ccc(CC(=O)Nc2nnc(-c3ccc4c(c3)OCCO4)o2)c(C)c1	11	.	-5
CN1CC2(CCCN(C(=O)c3ncoc3C3CC3)CC2)OC1=O (stereo not given)	5	.	-6
Cc1ccsc1CN(Cc1ccc2c(c1)OCO2)C(=O)CN(C(=O)Nc1cccc(Cl)c1)C1CC1	-1	-4	-10
CC(C)C1CN(C(=O)c2cc(=O)c3ccccc3[nH]2)CCC(=O)N1CC1CC1 (stereo not given)	0	-14	-6
N#Cc1ccc(CO/N=C2\CCN(C3CC3)C2)cc1	0	.	-21
O=C(c1cc(-c2ccccc2F)nn1-c1ccccc1Cl)N1CCN(c2cccc(C(F)(F)F)c2)CC1	-6	-6	-12
Cc1cc(C)c(C)c(OCc2nc(C(=O)NCc3ccc4c(c3)OCO4)cs2)c1	24	-4	-1
Cc1noc(C)c1S(=O)(=O)NC(C)c1ccc2c(c1)OCCO2 (stereo not given)	6	-6	-9
Fc1cccc(-c2nnn3c2nc(NCCc2ccccc2)c2ccccc23)c1	-7	-7	-5
CCOC(=O)C1C(=O)C=C(c2cccs2)CC1c1ccc(OCC)cc1 (stereo not given)	8	-7	-9
CN(CCN1CCN(Cn2cc(Cl)cn2)CC1)Cc1ccccc1	2	.	3
COc1ccc(OC2CCN(C3CCCC3)CC2)c(C(=O)N[C@H]2CCCCNC2=O)c1	1	-10	-6
COc1ccccc1CCNC(=O)c1cncn1-c1ccc(-c2ccc(F)c(F)c2)cc1	3	-8	-10

Reprinted from the part before: 6 compounds, followed by the next part.
SMILES	NPYLR7 ag	mcGAS lum	hcGAS lum
Cc1noc(C)c1S(=O)(=O)NC(C)c1ccc2c(c1)OCCO2 (stereo not given)	6	-6	-9
Fc1cccc(-c2nnn3c2nc(NCCc2ccccc2)c2ccccc23)c1	-7	-7	-5
CCOC(=O)C1C(=O)C=C(c2cccs2)CC1c1ccc(OCC)cc1 (stereo not given)	8	-7	-9
CN(CCN1CCN(Cn2cc(Cl)cn2)CC1)Cc1ccccc1	2	.	3
COc1ccc(OC2CCN(C3CCCC3)CC2)c(C(=O)N[C@H]2CCCCNC2=O)c1	1	-10	-6
COc1ccccc1CCNC(=O)c1cncn1-c1ccc(-c2ccc(F)c(F)c2)cc1	3	-8	-10
CCOc1ccc(CN2CCC(N3CCC(C(=O)NC(C)C)CC3)CC2)cc1	6&2	.	-7&3
O=C1NC2(CCN(Cc3ccccn3)CC2)Nc2cc(Cl)ccc21	0	-5	-3
CC(C)Oc1ccc2c(=O)cc(-c3ccccc3)oc2c1	8	-2	-8
CCOC(=O)C1=C(CN(C)Cc2ccc3c(c2)OCO3)NC(=O)NC1C (stereo not given)	1	-1	6
CC1=NN(c2ccc(C(=O)N3CCC(N(C)S(C)(=O)=O)CC3)cc2)CC1	-4	0	0
Cc1ccccc1OCC(O)CNC(Cc1ccccc1)c1nc(-c2ccc([N+](=O)[O-])cc2)no1 (stereo not given)	-1	-3	-4
O=C(CCc1cccnc1)N1CCOC(COc2ccc(F)cc2)C1 (stereo not given)	9	.	-6
Cn1nc(CC2CCN(C(=O)N3CCCC3)CC2)n(-c2ccccc2)c1=O	4	.	-5
COc1cc(C(=O)N(C)Cc2snnc2C)nc(OC)n1	4	.	-1
O=C(O)/C=C1\CC(=O)OC1(O)CCC(=O)O (stereo not given)	-4	.	14
C/C(=C\C(=O)ONC(=O)c1ccccc1)NCc1ccccc1	-15	.	-3
COC(=O)c1sc(N)c(C(=O)OC)c1CSc1nnc(Cc2csc(C)n2)o1	7	.	-4
COc1ccccc1C(=O)N(CC1CCN(Cc2ccccc2F)CC1)CC1CCCO1 (stereo not given)	15	.	-2
COc1ccc(C2CCCCN2S(=O)(=O)NCc2ccccc2)cc1 (stereo not given)	-1	.	-2
C=CCOC(=O)c1cc(-c2ccc(/C=C3/C(=O)N(c4cccc(Cl)c4)N=C3C)o2)ccc1Cl	10	-6	-7
CCc1nnc2n1N=C(c1ccc(Cl)cc1)C(CC(=O)O)S2 (stereo not given)	3	-5	-4
Cc1c(C(=O)NCCC#N)sc(=O)n1CCc1ccccc1	12	.	-8
O=C(NNC(=O)C(c1cccc(Br)c1)N1CCCC1)c1ccccc1F (stereo not given)	0	.	-7
CCOC(=O)CCCC(=O)N1CCN(c2ncccc2C(=O)NCCc2ccc(OC)c(OC)c2)CC1	28	-8	-2
CC(C(=O)NCCc1ccc(F)cc1)N1CCCCCC1 (stereo not given)	9	-7	-8
O=C1NC(=O)C(=Cc2cccc(I)c2)C(=O)N1	11	1	6
CC(C)CC(=O)N1CCN(Cc2cccc(-c3noc(-c4ccccc4)n3)c2)CC1	6	-6	-6
O=C(c1ccno1)N(CCN1CCOCC1)c1nc2ccc(F)cc2s1	0	.	0
Oc1oc(-c2cccc3ccccc23)nc1C=Nc1ccc(Cl)cc1Cl	3	-7	-9
COCCn1c(=O)c2c(nc3n(C(C)c4ccccc4)c(C)c(C)n23)n(C)c1=O (stereo not given)	-6	-2	7
(continued)
SMILES	NPYLR7 ag	mcGAS lum	hcGAS lum
O=C(NCc1cccc(C(F)(F)F)c1)c1ccc(CSc2nnc(-c3ccco3)n2-c2cccc(Cl)c2)cc1	16	-5	-15
FC(F)(F)c1cccc(NC(=S)NCc2cccc3c2OCO3)c1	5	.	-6
COc1ccc(CCN(C)C2CCCN(Cc3csc(C(C)=O)c3)C2)cc1OC (stereo not given)	4	-9	-4
CN(C(=O)CC1=CCCCC1)C1CCc2nn(C)c(=O)n2CC1 (stereo not given)	.	-6	-12
CCN1CCC(N2C[C@H](NC(=O)c3cccc(-c4ccc(F)cc4)c3)C[C@H]2C(=O)OC)CC1	26	-10	-8
N#Cc1c(F)cccc1NC1CCCc2c1cnn2Cc1ccccc1 (stereo not given)	0	-13	-6
Cc1nc2ccc(C(=O)N3CCCC(CCC(=O)N(C)CCc4ccccn4)C3)cc2[nH]1 (stereo not given)	3	-10	-8
CC(C)=CC(=O)NCCN1CCCCC1	14	-16	-9
CC(C)(C)c1ccc2[nH]c3c(c2c1)CCC/C3=N/N	3	.	-5
Fc1cccc(-c2nnn3c2nc(N2CCCCCC2)c2ccccc23)c1	1	-8	-2

Limited to mcGAS lum and NPYLR7 ag, for some of the entries so far:
| canonical_smiles | mcGAS lum | NPYLR7 ag |
| --- | --- | --- |
| FC(F)(F)c1cccc(NC(=S)NCc2cccc3c2OCO3)c1 | . | 5 |
| COc1ccc(CCN(C)C2CCCN(Cc3csc(C(C)=O)c3)C2)cc1OC (stereo not given) | -9 | 4 |
| CN(C(=O)CC1=CCCCC1)C1CCc2nn(C)c(=O)n2CC1 (stereo not given) | -6 | . |
